TGFb SMAD3 inh: TGF-b pathway inhibition; HepG2 CAGA-GFP TGF-b/SMAD3 reporter, GFP fluorescence, 18 h; TGF-beta stimulated, 500 pg/mL final; Potency, µM (doses to about 46.1 µM), inactives show top-dose activity, negative = inhibition, most hits filed as inhibitors; actives 1.2% (n = 410,000); AID 588855; further: on the % scale 0 is the no-effect control and ±100 the full control effect; nearly all actives have a fitted effect of over 65% in size
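HEPG2 CAGA-GFP reporter cells (1000/well, DMEM with 1% FBS) received compounds, then recombinant TGF-beta at 500 pg/mL final for 18 hours at 37 degrees C. Per-cell GFP summed per well was normalised to unstimulated and stimulated DMSO controls before curve fitting.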
Nrf2 activator: activates Nrf2 signaling | Potency, µM (titrated, usually from 46.1 µM), for inactives: at the highest dose activation, actives largely listed as activators | AREc32 ARE-luciferase reporter (MCF7-derived line), luminescence, 24 h | actives 0.31% (n = 410,000) | AID 624171; further: % of control where 0% means no effect; nearly all actives have a fitted effect of over 65% in size
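Cells of the AREc32 ARE-luciferase line are plated in OPTI-MEM containing 5% FBS and left overnight at 37 deg C. Compounds are pinned in, incubation continues 24 hr, and firefly luciferase signal is then measured.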
A549 tox: counter-screen for Nrf2 inhibitors: cytotoxicity in A549 cells | Potency, µM (highest dose often 46 µM), without a hit: top-dose activity change, negative = cytotoxicity, most hits filed as inhibitors | AID 504648 | actives 0.16% (n = 390,000) | A549 ARE-Fluc cells, CellTiter-Fluor viability, 18-24 h; further: on the % scale 0 is the no-effect control and ±100 the full control effect
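A549 ARE-Fluc cells in 5% FBS OPTI-MEM, 5000 cells/well, rested 2 h then exposed to compounds in concentration-response for 18-24 h at 37 °C. Viability by CellTiter-Fluor fluorescence (Ex 405/Em 525) after 30 min; luciferase luminescence (BugLite, 15 min, RT) read afterwards.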
* hit, by the source's call; ? = inconclusive. The call rests on the fitted dose curve; in most records, active means well fitted curve in the direction sought with a large enough effect; inconclusive means small, poorly fitted or top-dose-only effect, or another doubt; inactive means no such curve, though single readings can be large; an effect the other way counts as inactive or inconclusive. Potency means the concentration at half of the fitted maximal effect.

SMILES	TGFb SMAD3 inh	Nrf2 activator	A549 tox
CCOc1ccc(S(=O)(=O)NCC(c2ccc(N(C)C)cc2)N2CCCC2)cc1 (stereo unspecified)	11%	5.1%	0%
Cc1ccc(CNC(=O)C2CCN(S(=O)(=O)c3cn(C)cn3)CC2)cc1	1%	-0.7%	11%
COc1cc(C(=O)NCC(c2ccco2)S(=O)(=O)c2cccs2)cc(OC)c1OC (stereo unspecified)	25%	-0.3%	1%
COc1ccc(C)cc1NC(=O)c1oc2ccc(S(=O)(=O)N(C)C3CCCCC3)cc2c1C	0%	0.2%	2%
Cc1cc(=O)[nH]c2nnc(SCC(=O)Nc3cc(C(F)(F)F)ccc3Cl)n12	-2%	-0.8%	4%
O=C(CSc1nc(=O)[nH]c2c1CCCC2)NCc1ccc(Cl)cc1	18%	4.8%	-9%
CCCNC(=O)CSc1nc2ccccc2nc1Cc1ccc(Cl)cc1	1%	-0.1%	10%
COc1ccc(OC)c(NC(=O)c2c(NCc3sccc3C)sc3c2CCCCC3)c1	-8%	9.3%	-14%
Cc1cccc2c(=O)cc(CSc3ccccc3NC(=O)c3cccc(F)c3)[nH]c12	-11%	6.8%	-8%
Cc1ccccc1Cn1c(CN2CCC(C(=O)NCc3ccc(Cl)cc3)CC2)cc2ccccc21	-14%	6.3%	-14%
Cn1cnc(S(=O)(=O)N2CCC(C(=O)Nc3ccc(Cl)c(C(F)(F)F)c3)CC2)c1	1%	-1.2%	-15%
Cc1cc(C)cc(Nc2cc(C)nc3nc(-c4ccco4)nn23)c1	?	5.1%	0%
O=C(NCCc1ccccc1)C1CCN(Cc2cc3ccccc3n2Cc2cccc(Cl)c2)CC1	-3%	7.8%	-20%
CN(C)CCN(Cc1ccccc1)S(=O)(=O)c1ccc2[nH]c(=O)ccc2c1	27%	2.4%	-3%
COc1cccc2sc(N(Cc3cccnc3)C(=O)C3CCCCC3)nc12	?	-0.3%	11%
O=C(NC1CC(=O)N(c2cccc(F)c2)C1)c1ccc(S(=O)(=O)N2CCCCC2)cc1 (stereo unspecified)	-47%	-0.9%	3%
Cc1nc(-c2ccc(F)cc2)sc1CCNC(=O)c1ccc(C(C)(C)C)cc1	?	0.9%	-15%
CN(C)c1ccc(C(CNC(=O)c2c(F)cccc2Cl)N2CCOCC2)cc1 (stereo unspecified)	-20%	3.5%	0%
Cc1ccc(Cl)cc1N1CCN(C(=O)CCNS(=O)(=O)c2ccc3c(c2)CCN3C(=O)C2CC2)CC1	-14%	0.3%	-2%
Cc1ccc(NC(=O)CN2C(=O)CCc3cc(S(=O)(=O)N4CCCCC4)ccc32)cc1C	?	3.2%	3%
Cc1ccc(C(c2c(O)cc(C)n(Cc3ccco3)c2=O)N2CCC(C)CC2)cc1 (stereo unspecified)	?	0.5%	-4%
Cc1cccc(N2C(=O)N(Cc3cccc(C#N)c3)c3ccccc3S2(=O)=O)c1	0%	0.0%	-3%
COc1ccc(OC)c(NC(=O)CSC2=Nc3ccccc3C3=NC(CCC(=O)NC4CCCCC4)C(=O)N23)c1 (stereo unspecified)	1%	-0.3%	0%
CCOc1ccc(C2c3c(oc4ccc(C)cc4c3=O)C(=O)N2CCCN2CCOCC2)cc1 (stereo unspecified)	8%	5.2%	4%
Cc1ccc(CNC(=O)C2CCN(S(=O)(=O)c3cc(-c4noc(C)n4)ccc3C)CC2)cc1	?	-0.2%	0%
CCC(=O)N1c2ccccc2CC1C(=O)NCCCN1CCN(c2ccccc2)CC1 (stereo unspecified)	-2%	5.4%	2%
CC(=O)N1CCCc2cc(S(=O)(=O)N3CCC(C(=O)NCCC(C)C)CC3)ccc21	-6%	0.3%	13%
CCOc1cccc(CC(=O)N2CCc3c([nH]c4ccccc34)C2c2ccc(C)cc2)c1OCC (stereo unspecified)	-4%	-1.1%	-11%
CC(C)Oc1ccc(CNC(=O)c2ccc3nc(Cc4ccccc4)oc3c2)cc1	?	-0.4%	2%
COC(=O)c1cc2oc(C)cc2n1Cc1ccc(C)cc1	-14%	1.3%	?
Cc1ccc(OCC(=O)Nc2ccccc2C(=O)OCc2cc(=O)n3ccsc3n2)cc1	-6%	4.9%	4%
O=C(Nc1ccc(OC(F)(F)F)cc1)C1CCN(S(=O)(=O)c2ccc3[nH]c(=O)ccc3c2)CC1	1%	0.3%	0%
Cc1nc2nc(SCC(=O)NCCc3ccc(Cl)cc3)nn2c(C)c1Cc1ccccc1Cl	-25%	-0.3%	13%
COc1cccc(NC(=O)CSC2=Nc3ccccc3C3=NC(CCC(=O)NCCc4ccccc4)C(=O)N23)c1 (stereo unspecified)	-23%	6.1%	2%
CCCC(=O)Nc1cccc(-c2cn3c(C)csc3n2)c1	-3%	-0.8%	1%
O=C(Cc1cccs1)NC1CC(=O)N(c2ccc(Cl)cc2)C1 (stereo unspecified)	6%	-0.1%	-6%
CC(C)(C)c1ccc(OCC(=O)Nc2ccc(S(=O)(=O)Nc3ncccn3)cc2)cc1	0%	0.2%	0%
Cc1nc(SCc2cc(=O)c3cccc(F)c3[nH]2)n[nH]1	-19%	0.4%	1%
COc1ccc(C2C(=O)N(C3CCCCC3)CC(=O)N2CCC2=CCCCC2)cc1 (stereo unspecified)	0%	1.3%	-11%
Cc1cc(-c2ccccc2)n2nc(-c3ccc(Cl)cc3)cc2n1	-5%	6.3%	6%

Grouped by structure: those above with an aryl methoxy group.
SMILES	TGFb SMAD3 inh	Nrf2 activator	A549 tox
COc1cc(C(=O)NCC(c2ccco2)S(=O)(=O)c2cccs2)cc(OC)c1OC (stereo unspecified)	25%	-0.3%	1%
COc1ccc(C)cc1NC(=O)c1oc2ccc(S(=O)(=O)N(C)C3CCCCC3)cc2c1C	0%	0.2%	2%
COc1ccc(OC)c(NC(=O)c2c(NCc3sccc3C)sc3c2CCCCC3)c1	-8%	9.3%	-14%
COc1cccc2sc(N(Cc3cccnc3)C(=O)C3CCCCC3)nc12	?	-0.3%	11%
COc1ccc(OC)c(NC(=O)CSC2=Nc3ccccc3C3=NC(CCC(=O)NC4CCCCC4)C(=O)N23)c1 (stereo unspecified)	1%	-0.3%	0%
COc1cccc(NC(=O)CSC2=Nc3ccccc3C3=NC(CCC(=O)NCCc4ccccc4)C(=O)N23)c1 (stereo unspecified)	-23%	6.1%	2%
COc1ccc(C2C(=O)N(C3CCCCC3)CC(=O)N2CCC2=CCCCC2)cc1 (stereo unspecified)	0%	1.3%	-11%

(continued)
SMILES	TGFb SMAD3 inh	Nrf2 activator	A549 tox
O=C(CN1C(=O)CCc2cc(Br)ccc21)Nc1ccc(OC(F)(F)F)cc1	-1%	0.8%	6%
CCOC(=O)c1[nH]c(C)c(CCC(=O)NCc2cccc(Cl)c2)c1C	-9%	-0.4%	6%
COc1cccc(NC(=O)Nc2ccc3nc(N4CCN(C)CC4)cc(C)c3c2)c1	?	7.2%	?
O=C(CCSCc1ccccc1Cl)N1CCN(c2ccc(F)cc2)CC1	?	4.2%	8%
COc1ccc(C2c3[nH]c4ccccc4c3CCN2C(=O)CCC2CCCC2)cc1 (stereo unspecified)	?	1.4%	-9%
O=C(CSc1nc(=O)n(Cc2ccncc2)c2c1CCC2)Nc1ccccc1	-8%	0.5%	-12%
CCOc1ccccc1C(=O)NCC(c1ccc(N(C)C)cc1)N1CCCC1 (stereo unspecified)	-11%	9.0%	-9%
COc1cc(C2C(=O)N(C3CCCCCC3)CC(=O)N2CCC2=CCCCC2)ccc1OC(C)C (stereo unspecified)	2%	2.3%	-1%
CCOC(=O)c1nc(Nc2ccc(Cl)cc2)c2c(C)noc2n1	-30%	0.1%	10%
CCOCCn1cnc2sc(C(=O)Nc3ccccc3C(=O)OC)c(C)c2c1=O	-5%	4.4%	9%
COc1ccc(CCNc2ncnc3c2cnn3-c2ccc(C)cc2)cc1	?	5.3%	-1%
CCCCNC(=O)c1cc(-c2cccnc2)nc2ccc(S(=O)(=O)NCCCC)cc12	6%	-0.7%	-13%
COc1cc(CN2CCc3nc(N4CCN(c5ccccn5)CC4)ncc3C2)cc(OC)c1OC	-31%	0.8%	-16%
CCOC(=O)c1noc2nc(C)n(Cc3cccc([N+](=O)[O-])c3)c(=O)c12	0%	-0.2%	6%
CCOc1ccc(-c2nc(CSCC(=O)NCCc3ccccc3)c(C)o2)cc1	?	-2.3%	2%
O=C(NCC(c1ccc2c(c1)OCO2)N1CCN(c2ccccc2)CC1)c1ccccc1 (stereo unspecified)	?	5.8%	-1%
COc1ccc(C)cc1NC(=O)c1oc2ccc(S(=O)(=O)N3CCC4(CC3)OCCO4)cc2c1C	-11%	-1.1%	-2%
O=C(NCc1ccc(Cl)cc1)c1ccc(CSCc2cccc(Cl)c2)o1	?	3.2%	5%
COc1ccc(NC(=O)COCc2cc(-c3ccc4c(c3)OCO4)on2)cc1	-3%	-1.9%	2%
CC(=O)C1=C(c2ccc(Cl)c(Cl)c2)N(C(C)=O)n2c(C)nnc2S1	?	12%	7%
CC(C)Oc1ccc(CN2CCc3nc(Nc4ccc5c(c4)OCCO5)ncc3C2)cc1	?	0.6%	-14%
CCCCOc1ccc(C(=O)Nc2ccc3c(c2)CCCN3C(=O)c2cccs2)cc1	-11%	0.4%	-19%
COc1cc(C(=O)Nc2ccc(OCc3cc(=O)n4cccc(C)c4n3)cc2)cc(OC)c1OC	-3%	8.4%	-10%
Cc1ccc(Cl)cc1-n1ncc2c(N3CCN(Cc4ccccc4)CC3)ncnc21	22%	0.4%	?
Cc1nn2c(=O)cc(COC(=O)c3cccc(NC(=O)c4cccs4)c3)nc2s1	?	-2.8%	6%
CC1CCCN(Cc2cn3c(-c4cccc(Br)c4)nnc3s2)C1 (stereo unspecified)	-2%	-0.5%	0%
CC(=O)c1ccc(N2CCN(S(=O)(=O)c3ccc(-c4coc(C)n4)cc3)CC2)cc1	?	0.1%	-6%
O=C(NCCc1ccc(Cl)cc1)c1ccc(CS(=O)(=O)Cc2ccc(F)cc2)o1	-4%	0.8%	0%
COc1ccc(Nc2ncc3c(n2)CCN(Cc2cc(Br)cs2)C3)c(OC)c1	-3%	0.5%	1%
Cc1ccc(/C=C/c2onc(C)c2S(=O)(=O)N2CCC(C(=O)Nc3ccc(OC(F)(F)F)cc3)CC2)cc1	-3%	0.5%	8%
CCN(CC)c1ccc(C(=O)N2CCc3c([nH]c4ccccc34)C2c2ccc(F)cc2)cc1 (stereo unspecified)	-10%	-0.1%	5%
Cc1ccc(C2C=C(c3ccc(Cl)cc3)Nc3nc(NC(=O)CCC(=O)O)nn32)cc1 (stereo unspecified)	27%	0.6%	26%
CCc1ccc(S(=O)(=O)Nc2ccc(-c3ccc(N4CCCC4)nn3)cc2)cc1	-6%	0.6%	13%
CC(=O)c1ccc(S(=O)(=O)N2CCn3cccc3C2c2ccccc2F)cc1 (stereo unspecified)	-23%	4.6%	0%
COC(=O)c1ccc(NC(=O)c2c(NCc3cccc(F)c3)sc3c2CCCC3)cc1	?	9.9%	-2%
CCc1ccc(NC(=O)CSc2nccn2-c2ccc(F)cc2)cc1	-36%	1.7%	9%
COCCCNC(=O)C1CCN(c2nc3ccc(Cl)cc3[nH]2)CC1	0%	-0.3%	7%
CCc1nn2c(=O)cc(COC(=O)c3cccc(NC(=O)c4ccccc4C)c3)nc2s1	19%	-0.1%	-18%
CCN1CCN(C(c2ccc(SC)cc2)c2c(O)cc(C)n(Cc3ccco3)c2=O)CC1 (stereo unspecified)	4%	0.2%	4%
CCOc1ccc(-c2nnc(SCC(=O)NCc3ccccc3)nc2-c2ccc(OCC)c(OC)c2)cc1OC	-5%	6.9%	-17%
COc1cccc(CC(=O)Nc2ccc(-c3nc4ccccc4s3)cc2)c1	-3%	4.1%	2%
CCOC(=O)c1cc(-c2ccccc2)n(-c2cccc(C(=O)N(C)c3ccc(C)cc3)c2)c1C	1%	-0.1%	?
COc1ccccc1N1CCN(C(=O)C(CCSC)NS(=O)(=O)c2ccc3c(c2)oc(=O)n3C)CC1 (stereo unspecified)	-17%	0.4%	2%
COc1ccc(C)cc1NC(=O)c1cc(S(=O)(=O)N2CCC(C)CC2)ccc1F	-12%	-0.5%	6%
CCOC(=O)N1CCc2c(sc(NCc3sccc3C)c2C(=O)Nc2cc(OC)ccc2OC)C1	?	4.8%	-4%

Three compounds from above, sorted by the value under Nrf2 activator, largest number first.
mol | Nrf2 activator
CCOC(=O)N1CCc2c(sc(NCc3sccc3C)c2C(=O)Nc2cc(OC)ccc2OC)C1 | 4.8%
CCOC(=O)c1cc(-c2ccccc2)n(-c2cccc(C(=O)N(C)c3ccc(C)cc3)c2)c1C | -0.1%
COc1ccc(C)cc1NC(=O)c1cc(S(=O)(=O)N2CCC(C)CC2)ccc1F | -0.5%

The list is partial (hit frequency here may not be typical).
